sPLA2-III inh: human group III sPLA2 inhibitors, primary screen, biochemical, QFRET, BODIPY PC-A2 liposome substrate. Group 3 secretory phospholipase A2 (Homo sapiens), Q9NZ20. QFRET BODIPY PC-A2 liposome hydrolysis, fluorescence. inhibition, % at 12.2 µM. 0.56% of 370,000 active;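 active = inhibition above mean plus 3 SD of compounds lying within the high and low control bounds, cut at about 19% in these data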;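 also: 0% = median of test compound wells and 100% = no enzyme DMSO wells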
Target sequence (Q9NZ20 whole entry, looked up): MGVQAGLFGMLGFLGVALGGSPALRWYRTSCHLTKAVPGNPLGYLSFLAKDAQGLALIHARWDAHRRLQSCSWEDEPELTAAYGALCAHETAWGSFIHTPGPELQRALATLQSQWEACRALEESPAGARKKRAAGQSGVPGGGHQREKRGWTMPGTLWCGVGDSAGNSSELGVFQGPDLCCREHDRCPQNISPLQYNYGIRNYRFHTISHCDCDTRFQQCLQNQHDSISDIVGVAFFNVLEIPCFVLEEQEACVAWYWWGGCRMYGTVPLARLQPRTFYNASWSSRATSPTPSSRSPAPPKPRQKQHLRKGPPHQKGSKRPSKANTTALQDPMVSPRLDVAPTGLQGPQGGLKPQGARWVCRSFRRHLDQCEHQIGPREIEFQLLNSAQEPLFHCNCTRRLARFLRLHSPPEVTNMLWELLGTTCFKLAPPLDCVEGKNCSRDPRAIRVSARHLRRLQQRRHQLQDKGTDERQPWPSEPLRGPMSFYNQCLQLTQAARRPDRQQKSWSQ
FXN GAA850 act: FXN promoter activators, primary screen, cell-based, luciferase luminescence, HEK293 lucGAA850 | AID 540364, 2011 | HEK293 lucGAA850 FXN promoter luciferase reporter, 24 h; percent of 10 µM SAHA response | 0.56% of 360,000 active | activation, % at 6 µM;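 active = activation above the average of all compounds screened plus 3 SD, cutoff fixed separately per campaign, cut at about 7.5% in these data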;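 also: 0% = DMSO wells and 100% = 10 µM SAHA wells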
SMARCA2 activ: SMARCA2 (BRM) function activators, primary screen, cell-based, luminescence, high throughput; MG213 cells, MMTV-luciferase reporter, dexamethasone, overnight; activation, % at 9.1 µM; 1% of 370,000 active; AID 652017, 2013; in the data active = activation above about 7.8%;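 also: 0% = vehicle wells and 100% = reference activator wells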
DAX1 inh-1: DAX1 (NR0B1) inhibitors, primary screen, cell-based, HEK293, Gal4-DAX1, luciferase luminescence. Nuclear receptor subfamily 0 group B member 1 (Homo sapiens), P51843. AID 504766, 2011. HEK293 Gal4-DAX1 luciferase reporter. 0.99% of 340,000 active. inhibition, % at 6.75 µM;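 active = inhibition above the mean over all tested compounds plus 3 SD, cut at about 4.2% in these data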;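 also: 0% = DAX1-transfected cells with DMSO and 100% = empty-vector control cells with DMSO; inhibition shows as a rise in luminescence from relieved DAX1 repression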
Target sequence (P51843 207-470 limits assumed): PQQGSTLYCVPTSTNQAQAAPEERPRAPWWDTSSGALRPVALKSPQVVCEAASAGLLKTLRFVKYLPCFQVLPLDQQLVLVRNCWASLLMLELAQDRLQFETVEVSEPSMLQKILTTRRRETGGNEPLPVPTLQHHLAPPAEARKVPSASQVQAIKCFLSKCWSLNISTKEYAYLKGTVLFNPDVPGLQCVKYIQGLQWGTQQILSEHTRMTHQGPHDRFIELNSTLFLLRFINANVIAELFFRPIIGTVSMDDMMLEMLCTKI
NPR1 activator: GC-A stimulated cGMP production enhancers – HEK293 GC-A cells, cGMP TR-FRET, EC30 ANP, primary screen; Atrial natriuretic peptide receptor 1 (Homo sapiens), P16066; 0% at EC30 ANP, 100% saturating ANP; activation, % at 10 µM; 0.14% of 370,000 active; AID 1671463, 2021; in the data active = activation above about 40%
hgDAF-12 ag: H. glycines DAF-12 receptor agonists, primary screen, cell-based, luminescence, HEK293, GAL4 fusion, UAS-luciferase | Nuclear hormone receptor DAF-12 (Heterodera glycines), GAL4 fusion | HEK293 GAL4-hgDAF12 UAS-luciferase reporter, agonist luminescence; normalized to butyrate control | activation, % at 6.8 µM | 1.8% of 370,000 active | AID 687014, 2013;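 active = activation above a cutoff set at the mean of all screened compounds plus 3 SD, cut at about 10% in these data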;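 also: 0% = DMSO wells and 100% = sodium butyrate wells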
ADAM10 inh: human ADAM10 inhibitors, primary screen, biochemical, QFRET, HTS. Disintegrin and metalloproteinase domain-containing protein 10 (Homo sapiens), O14672. recombinant ADAM10, EDANS/DABCYL FRET peptide cleavage, 3 h. inhibition, % at 7 µM. 0.62% of 370,000 active. AID 720582, 2013;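 active = inhibition above a per-campaign cutoff equal to the mean of compounds falling between control-based bounds plus 3 SD, cut at about 20% in these data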;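 also: 0% = DMSO wells while the 100% control is not disclosed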
DAX1 inh-2: DAX1 (NR0B1) inhibitors on StAR promoter, primary screen, cell-based, luminescence, SF-1 (NR5A1), full-length DAX-1; AID 652010, 2013; 1.1% of 370,000 active; HEK293T StAR-luciferase reporter, SF-1/DAX-1 repression relief; inhibition, % at 6.8 µM;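 active = inhibition above the mean over all tested compounds plus 3 SD, cut at about 3.6% in these data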;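 also: 0% = DAX-1 cells with DMSO and 100% = cells lacking DAX-1 with DMSO; higher inhibition means more luminescence from relief of DAX-1 repression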
GC-B act: human GC-B receptor activators, primary screen, HEK293 GC-B cells, cGMP TR-FRET, EC30 CNP; AID 1920062, 2024; 0% at EC30 CNP, 100% saturating CNP; activation, % at 10 µM; 0.11% of 370,000 active; Atrial natriuretic peptide receptor 2 (Homo sapiens), P20594;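 active = activation at 10 µM reaching about 35% in either raw or pattern-adjusted values, limit read from the data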
hcDAF12 agonist: H. contortus DAF-12 nuclear receptor activators, primary screen, cell-based, luminescence, HEK293, lit1-tk-luc reporter; HEK293 hcDAF-12 lit1-tk-luc reporter; 0% DMSO, 100% Δ7-dafachronic acid; activation, % at 6.8 µM; 1.4% of 370,000 active; AID 652067, 2013;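 active = activation above the mean of all tested compounds plus 3 SD, cut at about 5.5% in these data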;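 also: 100% = response to 3 µM Δ7-dafachronic acid high control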
ssDAF-12 act: S. stercoralis DAF-12 nuclear receptor activators, primary screen, cell-based, luminescence, HEK293, GRIP1 co-expression, lit1-tk-luc | activation, % at 6.8 µM | 1% of 370,000 active | HEK293 ssDAF-12/GRIP1 lit1-tk-luc reporter; % of 3 µM dafachronic acid response | AID 652126, 2013;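 active = activation above the mean over all tested compounds plus 3 SD, cut at about 0.9% in these data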;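 also: 0% = DMSO-only wells and 100% = 3 µM delta7-dafachronic acid wells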
The depositor's hits bear a star; . = not tested or not shown.

SMILES	sPLA2-III inh	FXN GAA850 act	SMARCA2 activ	DAX1 inh-1	NPR1 activator	hgDAF-12 ag	ADAM10 inh	DAX1 inh-2	GC-B act	hcDAF12 agonist	ssDAF-12 act
CCC(C)n1c(SCC(=O)NCc2ccco2)nnc1-c1cccc(S(=O)(=O)N2CCOCC2)c1 (stereo not given)	3	2.2	-3	1.4	3	0.5	0	1.1	-4	-0.5	-1.2
O=C(COc1ccc(S(=O)(=O)N2CCCCC2)cc1)Nc1ccccc1F	1	2.9	-3	0.0	-3	2.5	-7	-1.6	1	1.8	-0.6
CS/C(N)=N/S(=O)(=O)c1ccc(NC(C)=O)cc1	1	0.9	-3	-1.4	1	-0.8	1	-0.8	0	-1.5	-1.3
Cc1c(NC(=O)CSc2nnnn2-c2ccc(O)cc2)c(=O)n(-c2ccccc2)n1C	4	-1.8	0	2.0	0	-2.8	2	-0.3	-2	-0.6	-1.8
NC(=O)c1nsc(C(=O)N(CC(=O)NC2CCCC2)Cc2ccc3c(c2)OCO3)c1N	4	0.9	-1	-0.1	3	-0.2	-66	-1.1	2	0.3	-1.5
O=C(COC(=O)c1ccccc1-n1cnnn1)c1ccc(F)c(F)c1	-2	4.2	2	0.3	7	7.9	-12	4.0*	-3	3.9	0.9*
CS(=O)(=O)N1CCN(CCN2C(=O)c3cccc4cccc(c34)C2=O)CC1	0	1.5	0	0.6	1	9.5	4	-0.7	6	-0.2	0.7
CCC(C)(C)NC(=O)C(c1cccc(OC)c1OC)N(C(=O)CCC(=O)Nc1cc(C)on1)c1ccc2c(c1)OCCO2 (stereo not given)	-1	-2.7	-1	-1.1	-4	0.2	2	-0.2	-4	-0.5	-1.2
O=C(CCC(=O)N(CC(=O)NC1CCCC1)Cc1cccs1)Nc1nccs1	3	-0.7	0	0.4	-2	2.6	6	1.0	3	-1.3	-2.0
COc1ccc(/C(O)=C2/C(=O)C(=O)N(CC3CCCO3)C2c2ccc(OC)c(OC)c2)cc1 (stereo not given)	2	-1.4	-3	-0.2	3	1.7	4	0.4	3	-1.1	-1.2
O=C(NCCc1c[nH]c2ccccc12)/C(=C\c1cccs1)NC(=O)c1ccccc1	-56	0.4	1	0.8	-5	2.2	1	-0.4	4	-0.2	-1.5
C=CCNC(=O)CCCC(=O)NCC=C	2	3.1	-2	1.3	2	-1.9	1	-0.9	2	-0.8	-1.1
CCOC(=O)c1c[nH]c(=O)c(Br)c1O	5	-0.5	1	0.0	5	2.9	4	0.1	-1	-0.1	-0.3
Cc1cnn(-c2cc(N/N=C/c3cccc(F)c3)ncn2)c1	-1	2.6	2	-1.6	2	-4.1	-4	0.7	-8	0.1	-1.3
CCOC(=O)C1(Cc2cccc(OC)c2)CCCN(Cc2cnn(C)c2)C1 (stereo not given)	0	0.4	2	-1.4	-4	-2.4	1	0.3	1	0.9	-1.4
COc1ccc(N2C(=O)CC(Sc3ncccc3C(=O)O)C2=O)cc1 (stereo not given)	0	0.1	5	1.5	0	0.1	10	-0.2	4	-1.8	-1.1
Cc1cc2occ(CC(=O)N(C)CC(=O)Nc3ccccc3Br)c2cc1C	-17	1.5	-1	-3.5	-2	1.0	-8	0.0	-4	-1.2	-0.7
Cc1csc(SCC(=O)Nc2ccccc2)n1	11	2.0	1	2.0	3	1.6	4	0.2	7	3.6	-0.7
CCOC(=O)C1(Cc2cccc(Cl)c2)CCCN(C(=O)C(C)(C)C)C1 (stereo not given)	-6	0.6	0	-0.9	-5	4.0	-1	0.1	0	0.9	-1.1
O=C(NC1CCCCC1)[C@@H]1CC=C[C@@H]2CCN(C3CCCCC3)C(=O)[C@@H]21	2	0.9	-1	1.3	2	-2.2	3	-0.4	3	-1.4	-1.2
O=C(N/N=C/c1ccc(-c2cccc(C(F)(F)F)c2)o1)c1ccccc1Br	-8	0.7	2	-0.1	-4	-0.6	2	0.1	-2	0.2	-1.6
COc1cc(C(=O)Nc2cccc3c2CCCC3)cc(OC)c1OC	0	0.8	-3	-0.8	2	-4.5	4	-0.7	-6	-0.4	-1.1
O=[S@]1Oc2ccccc2-c2ccccc21	2	2.3	6	2.9	14	-0.8	-6	-0.2	0	5.5	-1.4
Cc1ccc(NC(=O)CN(C)C(=O)CNC(=O)c2sc3ccccc3c2Cl)cc1	-15	1.0	2	1.3	2	3.8	-7	0.6	0	0.6	-0.9
CCOc1cc([C@@H]2C[C@H]3CN(c4ccccc4)C(=O)[C@]34CCCN24)ccc1OC	-6	-3.7	-3	0.4	-1	-3.4	-3	-0.5	0	-1.7	-2.1

Part of the list above in order of SMILES length, ascending.
SMILES	sPLA2-III inh	FXN GAA850 act	SMARCA2 activ	DAX1 inh-1	NPR1 activator	hgDAF-12 ag	ADAM10 inh	DAX1 inh-2	GC-B act	hcDAF12 agonist	ssDAF-12 act
Cc1cnn(-c2cc(N/N=C/c3cccc(F)c3)ncn2)c1	-1	2.6	2	-1.6	2	-4.1	-4	0.7	-8	0.1	-1.3
O=C(CCC(=O)N(CC(=O)NC1CCCC1)Cc1cccs1)Nc1nccs1	3	-0.7	0	0.4	-2	2.6	6	1.0	3	-1.3	-2.0
CCC(C)(C)NC(=O)C(c1cccc(OC)c1OC)N(C(=O)CCC(=O)Nc1cc(C)on1)c1ccc2c(c1)OCCO2 (stereo not given)	-1	-2.7	-1	-1.1	-4	0.2	2	-0.2	-4	-0.5	-1.2

New compounds follow.
SMILES	sPLA2-III inh	FXN GAA850 act	SMARCA2 activ	DAX1 inh-1	NPR1 activator	hgDAF-12 ag	ADAM10 inh	DAX1 inh-2	GC-B act	hcDAF12 agonist	ssDAF-12 act
COc1ccc(OC)c(NC(=O)CNC(=O)Cn2cnc3ccccc3c2=O)c1	-3	0.3	1	0.4	2	-0.9	3	0.7	-1	-0.3	-1.4
S=C(Nc1cccc(Cl)c1Cl)NC1CCN(Cc2ccccc2)CC1	-4	-2.3	-2	-0.9	-1	-3.8	-1	-3.8	0	-3.7	-1.2
COc1cc(NC(=O)c2ccccc2Cl)c(OC)cc1NC(=O)CN1CCCCC1	-7	1.4	7.8*	0.0	-3	-2.6	0	-0.3	1	-1.1	-0.7
CCC(CC)NC(=O)c1ccccc1Oc1ccccc1	3	2.1	2	0.2	-11	0.7	-1	-0.7	-6	0.4	-1.3
NS(=O)(=O)c1ccc(CNC(=O)c2ccc(NS(=O)(=O)c3cccs3)cc2)cc1	6	-0.8	-2	1.6	0	0.3	-7	0.4	-5	-1.2	-1.3
CCCOc1ccc(/C=N/NC(=O)CSc2ccccn2)cc1OC	9	3.8	1	0.8	0	2.5	-8	0.5	1	-0.8	-1.2
Cc1cc(Cl)ccc1Oc1nccc(N(C)C)c1C#N	-2	0.1	-1	-1.0	1	-3.1	-11	-1.3	-4	-4.5	-2.6
CCCC(=O)Nc1nc2ccc3nc(C)sc3c2s1	-7	0.0	3	3.0	0	2.6	-3	0.1	-3	0.1	-1.1
COc1ccc(CCNC(=O)CCS(=O)(=O)c2ccc3c(c2)NC(=O)CO3)cc1OC	3	1.4	-4	-0.4	0	-0.4	-2	0.8	4	0.0	-1.4
O=C(OC1CC2CC1[C@H]1CCCCN1C2=O)N1CCN(c2ccccc2)CC1 (stereo not given in full)	0	.	0	.	-1	-2.0	5	0.4	-1	-1.1	-0.8
CCc1ccc(Nc2nnc(SCC(=O)Nc3cccc(S(=O)(=O)NC4=NCCCCC4)c3)s2)cc1	-60	1.1	4	-0.3	-2	12*	16	1.4	-1	0.6	-0.6
CCOc1ccc(Nc2nc(Cc3nnc(SCC(=O)NCC4CCCO4)n3C)cs2)cc1 (stereo not given)	11	0.6	-3	-0.7	-1	-2.2	1	0.6	4	2.7	-1.5
CC1(C)Cc2c(ccc3ccccc23)/C(=C/C#N)N1	5	3.9	-2	-1.6	-21	1.2	-27	-0.1	-7	-0.7	-1.1
Cc1ccsc1CNn1cnnc1SCc1ccc(Cl)cc1	-13	-1.0	4	-1.4	-6	0.2	9	-1.1	-10	0.0	-0.1
CSc1ccc(CN(C)C(C)C(=O)Nc2ccc(F)c(F)c2F)cc1 (stereo not given)	0	-1.6	-2	-1.5	3	-1.0	4	0.4	4	0.1	-1.1
CC(C)(C)C1=C(C#N)C(c2ccncc2)C(C#N)=C(N)O1 (stereo not given)	-2	1.4	3	1.1	4	0.4	-20	-0.8	-9	-1.2	-1.5
CC(=O)c1ccc(Nc2nc(C(N)COCc3ccccc3)cs2)cc1 (stereo not given)	-4	-2.1	-3	.	-4	-0.9	-40	1.4	-2	-1.0	-1.4
c1ccc(COc2cccc(-c3cc4nc(NCCOc5ccccc5)ccn4n3)c2)cc1	-23	-0.6	-4	.	-3	2.0	-84	-3.0	0	-1.9	-1.3
c1ccc(-c2nc(-n3ccnc3)nc(-n3ccnc3)n2)cc1	-10	-1.3	1	-2.4	-52	-2.4	-12	-1.2	-28	-2.8	-1.5
Cc1ccc(-n2c(SCC(=O)Nc3cc(S(=O)(=O)N4CCOCC4)ccc3Cl)nc3ccccc3c2=O)cc1	15	-5.0	-3	-1.1	2	2.5	-6	0.2	9	0.7	-0.6
Cn1c(=O)c2c(ncn2CC(=O)N2CCN(S(=O)(=O)c3ccccc3)CC2)n(C)c1=O	4	0.1	0	0.0	4	1.4	-5	-0.6	-2	-1.5	-1.4
Cc1ccc(C(=O)Nc2ccccc2C(=O)O)cc1S(=O)(=O)Nc1ccccc1	-26	0.7	-3	-1.9	-3	-0.5	-3	0.1	9	-0.5	-1.1
CCOC(=O)C1=C(N)OC(CCl)=C(C#N)C1c1ccsc1 (stereo not given)	-7	-2.8	4	0.8	-1	-1.6	-7	-0.3	1	-0.7	-1.2
CCC(=O)NC(c1ccc(C)cc1)c1cc([N+](=O)[O-])c2cccnc2c1O (stereo not given)	8	0.8	-2	0.5	-5	0.0	13	0.1	0	0.3	-0.3
CCOCCc1nnc(NC(=O)CCC2CCCCC2)s1	0	0.8	1	1.5	5	-2.9	3	0.2	4	-0.6	-0.1
O=C(NNc1nc2c(F)cccc2s1)c1ccc(F)cc1	4	0.3	-3	-1.1	-3	2.0	-3	-0.4	0	3.4	1.3*
NS(=O)(=O)c1ccc(CNC(=O)c2cc(-c3cccnc3)nc3ccccc23)cc1	-4	-4.4	-6	-0.5	-6	-1.0	-8	-0.9	1	-1.1	-0.6
CCOC(=O)c1nn(-c2ccc(C)c(C)c2)cc1O	-5	1.8	7	2.2	-3	13*	-10	2.6	-9	4.7	-0.7
